# ROMK primary: ROMK potassium channel modulators, primary screen, cell-based, thallium flux, MLSMR library. ATP-sensitive inward rectifier potassium channel 1 (Homo sapiens), P48048. Tet-inducible ROMK, thallium flux fluorescence; actives lie on both sides. B-score at 10 µM. hit rate 2% among 130,000;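 active means signal ratio slope over the read window, or its plate-corrected B-score, at least 3 SD from the plate mean, either direction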;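 further: B-score of the F/F0 ratio slope over 7 to 12 s after thallium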
# Target sequence (P48048 whole entry, looked up): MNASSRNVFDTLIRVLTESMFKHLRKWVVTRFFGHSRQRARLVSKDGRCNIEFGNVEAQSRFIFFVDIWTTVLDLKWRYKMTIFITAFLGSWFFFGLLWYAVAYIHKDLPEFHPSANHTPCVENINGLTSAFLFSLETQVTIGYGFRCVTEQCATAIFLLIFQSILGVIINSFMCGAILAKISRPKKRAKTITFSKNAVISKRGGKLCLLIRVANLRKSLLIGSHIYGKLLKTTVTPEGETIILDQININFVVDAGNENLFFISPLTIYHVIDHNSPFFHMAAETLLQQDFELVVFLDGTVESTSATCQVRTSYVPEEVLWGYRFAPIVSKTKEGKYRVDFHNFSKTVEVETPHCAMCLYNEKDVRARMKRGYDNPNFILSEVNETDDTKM
# PPARg SRC1 recr: PPARgamma agonists recruiting SRC-1 coactivator, primary screen, biochemical | activation, % at 8 µM | PPARgamma-SRC-1 coactivator recruitment biochemical assay | Peroxisome proliferator-activated receptor gamma (Homo sapiens), P37231 | hit rate 0.41% among 200,000; in the data active means activation above about 19%;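 further: 0% = DMSO and 100% = reference agonist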
# G6PDH counter: L. mesenteroides G6PDH inhibitors, counter-screen for G6PDH-coupled screening assays, biochemical, Leuconostoc mesenteroides enzyme; glucose-6-phosphate dehydrogenase [Leuconostoc mesenteroides]; Purified L. mesenteroides G6PDH, diaphorase/resazurin coupled fluorescence, 45 min; inhibition, % at 5 µM; hit rate 0.12% among 200,000; AID 1020, 2008; in the data active means inhibition above about 50%
# PMI act hi M6P: human PMI activators, high substrate, primary screen, biochemical, fluorescence intensity, near-saturating mannose 6-phosphate | hit rate 0.34% among 190,000 | coupled PMI enzyme assay, resazurin fluorescence, 20 min; hits give high values; 1 = untreated enzyme, 0 = substrate-free blank | activation factor at 20 µM | Mannose-6-phosphate isomerase (Homo sapiens), P34949;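 active means activation factor of 2 or more at 20 µM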
#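 Material: human phosphomannose isomerase with PGI, G6PDH, diaphorase coupling enzymes. Quantity: 15 ng/mL PMI. Medium: HEPES pH 7.4 buffer with MgCl2 and Tween-20. Reagent: Near-saturating mannose-6-phosphate, 1.0 mM. Compound: 20 µM single dose. Times: enzyme reaction with compound 20 min at room temperature. Detection: resorufin fluorescence at Ex 544/Em 590 nm.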
# S1P3 antag: S1P3 receptor antagonists, primary screen, cell-based. inhibition, % at 4.98 µM. Sphingosine 1-phosphate receptor 3 (Homo sapiens), Q99500. hit rate 0.27% among 170,000. CHO S1P3 NFAT-BLA reporter, FRET fluorescence, antagonist mode;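 active means inhibition above the plate cutoff, the mean inhibition of test wells on that plate plus 3 SD, cut at about 28% in these data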;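 further: cells challenged with S1P at its EC80 of 0.8 µM; blue over green emission ratio from cleaved BLA substrate after 4 h stimulation; 0% = S1P-stimulated wells and 100% = unstimulated DMSO-only wells; some compounds past the cut are filed as inactive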
# Target sequence (Q99500 whole entry, looked up): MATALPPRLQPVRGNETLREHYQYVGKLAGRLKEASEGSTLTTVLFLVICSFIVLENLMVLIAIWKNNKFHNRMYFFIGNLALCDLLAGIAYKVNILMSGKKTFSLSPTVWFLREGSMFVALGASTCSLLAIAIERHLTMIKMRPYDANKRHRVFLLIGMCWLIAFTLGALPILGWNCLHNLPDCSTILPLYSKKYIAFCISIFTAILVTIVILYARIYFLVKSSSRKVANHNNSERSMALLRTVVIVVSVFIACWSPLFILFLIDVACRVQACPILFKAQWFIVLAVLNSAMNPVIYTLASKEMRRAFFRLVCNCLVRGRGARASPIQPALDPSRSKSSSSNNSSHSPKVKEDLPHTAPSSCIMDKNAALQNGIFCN
# TR-FRET SRC-2 ct: TR-FRET signal artefacts, primary screen, artefact control for PPARgamma SRC-2 agonist project, biochemical. TR-FRET artefact counter-screen; hits give high values. TR-FRET ratio at 8 µM. hit rate 0.4% among 200,000. AID 1049, 2008; in the data active means TR-FRET ratio above about 2000; further: inactives centre near 1500
# PPARg SRC3 recr: PPARgamma agonists recruiting SRC-3 coactivator, primary screen, biochemical; AID 731, 2007; hit rate 0.26% among 200,000; biochemical PPARgamma/SRC-3 coactivator recruitment assay; activation, % at 8 µM; in the data active means activation above about 23%;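 further: 0% = DMSO and 100% = reference agonist; some compounds past the cut are filed as inactive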
# Diaph inh CS: diaphorase inhibitors and chemical oxidizers, primary screen, counter-screen for diaphorase-coupled primary assays, biochemical, uHTS, resorufin fluorescence | inhibition, % at 20 µM | diaphorase resazurin-to-resorufin fluorescence, NADH, 16 min; bacterial (C. kluyveri) enzyme, not human | hit rate 0.69% among 190,000;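 active means primary screen inhibition at 20 µM above a set limit, cut at about 50% in these data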;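 further: plate controls were DMSO with full reaction for no effect and wells lacking NADH for full effect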
#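 Assay system: diaphorase enzyme from Clostridium kluyveri. Quantity: enzyme working solution with 0.14 U/mL diaphorase. Schedule: reaction incubation of 16 min at room temperature. Technique: resorufin fluorescence, excitation 544 nm, emission 590 nm. Controls: No-NADH positive control and DMSO neutral control.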
# Diaphorase act: compounds boosting diaphorase resazurin reduction – biochemical, uHTS, resorufin fluorescence, counter-screen for diaphorase-coupled primary assays, primary screen; Diaphorase/resazurin coupled assay, 16 min; hits give high values; 1 = vehicle wells, 0 = NADH-free wells; activation factor at 20 µM; hit rate 0.005% among 190,000;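 active means diaphorase activity raised at least twofold by the compound at 20 µM; inactive means activation factor below 2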
#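 Test system: Clostridium kluyveri diaphorase, purified enzyme. Buffer or medium: 50 mM HEPES pH 7.4 buffer plus MgCl2 and Tween 20. Also added: 0.114 mM NADH and 0.1 mM resazurin, final amounts. Dosing: compound 20 µM once, DMSO 1%. Schedule: 16 min enzyme reaction, ambient temperature. Detection: fluorescence of resorufin, 544 nm excitation, 590 nm emission.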
# PPARg SRC2 recr: agonists of PPARg-SRC-2 recruitment, primary screen, biochemical, HTS. Peroxisome proliferator-activated receptor gamma (Homo sapiens), P37231. PPARgamma LBD-SRC-2 recruitment. activation, % at 8 µM. hit rate 0.34% among 200,000. AID 1032, 2008; in the data active means activation above about 22%;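 further: 0% = vehicle and 100% = reference agonist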
# PMI activator: activators of human PMI, primary screen, biochemical, fluorescence intensity, near-Km mannose 6-phosphate; Mannose-6-phosphate isomerase (Homo sapiens), P34949; purified human PMI, coupled resazurin fluorescence, 20 min; hits give high values; 1 = vehicle control, 0 substrate-free wells; activation factor at 20 µM; hit rate 0.005% among 190,000; AID 1214, 2008;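 active means activation factor of 2 or more at 20 µM, relative to plate controls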
# Starred values were filed as active, the others as inactive; nt = no result given.
SMILES,ROMK primary,PPARg SRC1 recr,G6PDH counter,PMI act hi M6P,S1P3 antag,TR-FRET SRC-2 ct,PPARg SRC3 recr,Diaph inh CS,Diaphorase act,PPARg SRC2 recr,PMI activator
CCn1ncc(C2=NOC(C(=O)Nc3cc(OC)c(Cl)cc3OC)C2)c1C (stereo not given),nt,6,4,1,-6,1600,0,15,0.9,3,0.9
O=C(Nc1ncccn1)c1ccc([N+](=O)[O-])o1,-0.22,7,9,1,-4,1624,2,0,1,-3,1.1
COc1cc(NC(=O)c2cccs2)c(OC)cc1NC(=O)CCn1nnc2ccccc21,nt,-6,6,1,-9,1579,-3,13,0.9,2,1
CCOC(=O)C1CCCN(C2CC(=O)N(c3ccc(C)cc3)C2=O)C1 (stereo not given),1.2,1,0,1,nt,1483,1,7,0.9,7,1.1
Cc1ccc(-n2nc3c(c2NC(=O)/C=C\c2ccc4c(c2)OCO4)CSC3)cc1,-0.72,7,17,0.9,7,1597,5,16,0.8,8,0.9
COc1cc(-c2nc(-c3ccccn3)no2)cc(OC)c1OC,0.54,8,3,0.9,-46,1570,-5,20,0.8,5,1
COc1ccc(S(=O)(=O)Oc2ccc3ccccc3c2)cc1,0.82,-4,-10,0.9,0,1582,0,19,0.8,0,0.9
COC(=O)COc1nc(C)c2c(c1C#N)CC(C)(C)OC2,nt,-5,15,1.1,-59,1504,-5,-9,1.1,-3,1
CCCCCSc1nc2c(c(=O)[nH]c(=O)n2C)n1CCc1ccccc1,nt,nt,-5,0.8,102*,nt,nt,-3,1,nt,1
CC(C)NC(=O)CCCn1cc([N+](=O)[O-])cn1,-0.6,8,-4,0.9,-22,1670,6,22,0.8,16,0.9
O=C(Cn1c(O)c(/C=C2\C=Nc3ccc(Br)cc32)sc1=O)N1CCCC1,-0.37,1,2,1.1,nt,1566,-2,0,1,5,1
O=C(CCCOc1ccc(Cl)cc1Cl)NCc1ccccn1,0.73,10,5,1.1,1,1620,4,-27,1.3,8,1.2
CCn1c(SCC(=O)N=Nc2c(O)[nH]c3ccccc23)nnc1-c1ccc(C(C)(C)C)cc1,nt,-2,9,1.1,6,1454,3,6,0.9,1,1.1
CCC(C)(C)n1nnnc1C(c1cc2cccc(C)c2[nH]c1=O)N1CCCC1 (stereo not given),nt,2,-20,1.7,-25,1548,4,43,0.6,-1,1.2
Nc1cc(C(=O)OCC(=O)N2CCCC2)ccc1Cl,nt,2,9,1,32,1591,5,-6,1.1,4,1
Cc1cc(C(F)F)n2nc(C(=O)Nc3ccc(S(=O)(=O)NC45CC6CC(CC(C6)C4)C5)cc3)nc2n1,1.5,5,6,0.9,nt,1589,3,17,0.8,3,0.9
CCN(CC)C(=O)CSc1nc(OC)cc(=O)[nH]1,0.043,1,7,1,-6,1489,5,12,0.9,8,0.9
O=c1cc(CSc2nc3ccccc3[nH]2)c2ccccc2[nH]1,-0.94,5,12,0.9,nt,1771,1,27,0.7,3,1
CC(=O)c1c(C)[nH]c(C(=O)Nc2nc(-c3ccc(Cl)cc3)cs2)c1C,0.79,4,0,1.1,-6,1496,7,10,0.9,1,1.1
COc1ccc(NS(=O)(=O)c2cc(NC(=O)/C=C/c3ccccc3OC)ccc2N2CCCCC2)cc1,0.081,1,5,0.9,-11,1531,3,18,0.8,0,0.9
COC(=O)c1c(NC(=O)C(C)(C)C)sc2c1C(C(=O)OC)CC2 (stereo not given),nt,-3,20,0.9,nt,1492,6,11,0.9,-1,0.9
O=C(CSc1nnc(-c2cccs2)o1)NCC1CN(Cc2ccccc2)CCO1 (stereo not given),nt,5,1,1.1,0,1554,12,3,1,8,1
COC(=O)c1cc(NS(=O)(=O)c2ccc(N3CCCCC3)c([N+](=O)[O-])c2)cc(C(=O)OC)c1,nt,-2,21,0.8,nt,1221,-4,27,0.7,4,0.8
CCS(=O)(=O)N1CCN(Cc2ccncc2)CC1,0.097,-3,1,1,-3,1710,4,26,0.7,7,1
CCOC(=O)c1c(NC(=O)C2C3CCC(O3)C2C(=O)O)sc2c1CCC(CC)C2 (stereo not given),-0.71,3,8,1,5,1592,4,55*,0.5,1,1
Cc1c(C(=O)OC(C)C(C)C[N+](C)(C)C)oc2ccccc12 (stereo not given),-0.43,2,4,1,nt,1717,6,4,1,7,1
CCOc1cc(C(=O)OCC(=O)Nc2c(C)cccc2C)ccc1OCC(=O)N1CCOCC1,0.11,4,8,0.9,1,1808,6,14,0.9,-4,1
O=C(O)CSc1nc2ccccc2c(=O)[nH]1,0.52,2,1,1,nt,1593,7,10,0.9,15,0.9
CCCc1cc(-c2nc(N)ncc2-c2ccc3c(c2)OCCCO3)c(O)cc1OC,0.52,-3,-41,0.8,nt,1399,15,26,0.7,4,0.8
Clc1cccc(CSc2ccc(-c3ccco3)nn2)c1,-0.81,-2,5,1.6,-2,1685,0,3,1,6,1.2
Cc1ccccc1Cn1cc(NC(=O)c2cc3nc(-c4ccco4)cc(C(F)(F)F)n3n2)cn1,-0.56,4,10,0.9,5,1490,-9,18,0.8,-5,0.9
Cc1ccccc1C(=O)Nc1nnc(-c2ccco2)o1,0.17,-2,5,1.1,-37,1584,1,-11,1.1,6,1.1
N#Cc1ccc(C(=O)Nc2nnc(-c3ccccn3)o2)cc1,nt,10,-6,0.9,-9,1626,0,22,0.8,8,0.9
Cc1oc2ccc(O)c(CN3CCOCC3)c2c1C(=O)c1ccc(Cl)cc1,nt,6,10,0.8,-44,1555,-1,21,0.8,-2,0.9
COc1ccc(OCCn2cncn2)cc1,nt,-5,-3,1.1,nt,1577,0,9,0.9,1,1
Cc1ccc2nc(-c3ccc(NC(=O)CN(c4ccccc4C)S(C)(=O)=O)cc3)sc2c1,0.051,0,-51,0.8,nt,1550,5,25,0.7,-4,0.8
Cc1nc(NC(=O)c2ccc(Br)o2)sc1C,0.79,4,3,1,nt,1476,-6,12,0.9,7,0.9
O=c1cc(NCC2CCCO2)[nH]c(=O)n1-c1ccc(Cl)cc1 (stereo not given),-0.002,-5,4,1,-18,1429,-7,10,0.9,15,1
CCCS(=O)(=O)N1CCC(C(=O)N2CCOCC2)CC1,nt,-7,1,0.9,-7,1434,-10,6,0.9,-9,0.9
CC(C)CCc1noc(CN2CCC(CCN3CCCC3=O)CC2)n1,0.5,6,16,1,-21,1833,5,17,0.8,-1,0.9

# Retrieved one by one from the entries so far (two):
SMILES,ROMK primary,PPARg SRC1 recr,G6PDH counter,PMI act hi M6P,S1P3 antag,TR-FRET SRC-2 ct,PPARg SRC3 recr,Diaph inh CS,Diaphorase act,PPARg SRC2 recr,PMI activator
O=C(O)CSc1nc2ccccc2c(=O)[nH]1,0.52,2,1,1,nt,1593,7,10,0.9,15,0.9
COc1ccc(OCCn2cncn2)cc1,nt,-5,-3,1.1,nt,1577,0,9,0.9,1,1

# Ordered by heavy-atom count (rising): part of the list above.
SMILES,ROMK primary,PPARg SRC1 recr,G6PDH counter,PMI act hi M6P,S1P3 antag,TR-FRET SRC-2 ct,PPARg SRC3 recr,Diaph inh CS,Diaphorase act,PPARg SRC2 recr,PMI activator
O=c1cc(NCC2CCCO2)[nH]c(=O)n1-c1ccc(Cl)cc1 (stereo not given),-0.002,-5,4,1,-18,1429,-7,10,0.9,15,1
COC(=O)c1cc(NS(=O)(=O)c2ccc(N3CCCCC3)c([N+](=O)[O-])c2)cc(C(=O)OC)c1,nt,-2,21,0.8,nt,1221,-4,27,0.7,4,0.8
Cc1ccccc1Cn1cc(NC(=O)c2cc3nc(-c4ccco4)cc(C(F)(F)F)n3n2)cn1,-0.56,4,10,0.9,5,1490,-9,18,0.8,-5,0.9

# Next section
SMILES,ROMK primary,PPARg SRC1 recr,G6PDH counter,PMI act hi M6P,S1P3 antag,TR-FRET SRC-2 ct,PPARg SRC3 recr,Diaph inh CS,Diaphorase act,PPARg SRC2 recr,PMI activator
COc1ccc(-c2cc(C(F)(F)F)n3nc(C(=O)N4CCCCC4)cc3n2)cc1OC,nt,-1,-3,1.1,nt,1486,-8,5,1,3,1
Cc1ccc(S(=O)(=O)N2CCC(=O)N(C(COCc3ccc(Cl)cc3)C(C)C)CC2)cc1 (stereo not given),-0.46,0,17,0.9,-14,1552,1,12,0.9,-1,0.9
Cn1c2ccccc2c2nnc(SC3CCOC3=O)nc21 (stereo not given),nt,4,6,0.9,0,1627,2,19,0.8,12,0.9
CC(C)(O)C#Cc1ccc(CN2CCN(C3CCCC3)C(CCO)C2)cc1 (stereo not given),0.57,-5,17,0.9,-9,1396,3,12,0.9,-1,0.9
Cc1ccsc1CNn1cnnc1SCc1ccccc1F,nt,2,8,1,9,1505,-8,10,0.9,-3,0.9
O=C(COc1ccccc1)N/N=C/c1ccc(O[C@@H]2O[C@H](CO)[C@@H](O)[C@H](O)[C@H]2O)cc1,nt,3,-6,1.1,7,1516,5,8,0.9,-3,1
Cc1cccc(NC(=O)CSc2nnnn2C)n1,nt,4,1,1,nt,1431,2,0,1,3,1.1
COc1ccccc1CNc1ncnc2cc(Cl)ccc12,0.85,6,8,1,-22,1603,7,4,1,5,1
O=C(NC1CCCCCCC1)C1=COCCO1,nt,8,-14,1,-27,1627,-4,5,1,9,0.9
O=C(c1ccccc1O)N1N=C(c2ccccc2)CC1(O)C(F)(F)F (stereo not given),-0.026,2,1,1.1,9,1596,1,14,0.9,7,1.1
CNC(=O)/C(=C\c1ccc([N+](=O)[O-])cc1)NC(C)=O,0.0067,-2,0,0.9,nt,1449,-4,18,0.8,2,0.9
Cc1ccc2c(c1)N(CCC(=O)NCCN1CCOCC1)C(=O)CO2,-0.32,4,6,1,0,1663,-3,10,0.9,-5,1.1

# Rows were taken by chance. About 3.3% of those tested had a hit in this group.
